Source: PubChem
EP2 modulator – modulators of human EP2 prostaglandin E2 receptor; 260,000 tested, 0.83% active; P43116; induction, % at 25 µM; EP2-expressing cells, cAMP HTRF FRET, PGE2 co-stimulation;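 active = compounds whose cAMP rise, as percent of the full-agonist control response, exceeds 60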;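 also: rat C6 glioma line stably carrying human EP2 under a CMV promoter; the protocol text gives 20 µM as final concentration; 100% = response of wells given 1 µM PGE2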
Target sequence (P43116 whole entry, looked up): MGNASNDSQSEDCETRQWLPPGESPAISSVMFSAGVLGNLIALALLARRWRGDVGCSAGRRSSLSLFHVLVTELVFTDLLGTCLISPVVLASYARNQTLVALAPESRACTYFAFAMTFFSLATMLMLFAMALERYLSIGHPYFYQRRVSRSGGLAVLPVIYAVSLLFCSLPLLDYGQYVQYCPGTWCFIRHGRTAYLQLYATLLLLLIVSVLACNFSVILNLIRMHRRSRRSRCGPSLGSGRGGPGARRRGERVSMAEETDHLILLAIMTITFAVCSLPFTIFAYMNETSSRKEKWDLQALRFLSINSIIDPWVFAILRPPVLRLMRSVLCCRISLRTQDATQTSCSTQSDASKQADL
* hit, by the source's call.

SMILES	EP2 modulator
Cn1c(SCC(=O)c2ccccc2F)nnc1-c1ccco1	-27.5
CC(=O)Nc1ccc(C(=O)N2CCC(C)CC2)cc1	-30.0
Cc1c(C(=O)Nc2ccccc2)sc2ncn(CC(N)=O)c(=O)c12	-10.7
O=C(CN1CCC(n2nnc3cc(C(F)(F)F)ccc32)CC1)NCc1ccccc1	-28.5
CCn1c2ccccc2n2c(=O)n(CC(=O)N(C)C3CCCCC3)nc12	-23.2
Cc1ccnc(N2CCCC(C(=O)Nc3cc(Cl)ccc3C)C2)n1 (stereo unspecified)	24.7
CCOCCCNC(=O)C1CCN(c2nc3ccccc3n2CC)CC1	-38.8
Cc1nc2cc(C(=O)N3CCCC(c4nc(-c5cccnc5)n[nH]4)C3)ccc2n1C (stereo unspecified)	12.3
COc1ccc(C2(C(=O)NCc3nc(-c4cccnc4)n[nH]3)CC2)cc1	-48.9
O=C(c1cc2nc(-c3ccco3)cc(C(F)(F)F)n2n1)N1CCC(Cc2ccccc2)CC1	35.6
CCOc1ccc2[nH]c(=O)c(CN(C(=O)c3cccc(F)c3)C3CCCC3)cc2c1	17.4
COc1ccc(C(=O)C2CCCN(C(=O)CCc3c(C)noc3C)C2)cc1 (stereo unspecified)	-14.6
Cc1n(N)c2ccccc2[n+]1CC(=O)c1ccc(Cl)cc1	-25.2
CCc1c(C)sc(NC(=O)C2CC(c3ccccc3Cl)=NO2)c1C#N (stereo unspecified)	-25.0
O=c1[nH]c(=O)c2cc(S(=O)(=O)Nc3cccc(-c4ccc(F)cc4)c3)ccc2[nH]1	-69.2
COc1ccc(NC(=O)CSc2nc3sc4c(c3c(=O)[nH]2)CCCC4)cc1	16.9
CCc1cc2cccc(C)c2nc1SCC(=O)Nc1ccc(N2CCOCC2)cc1	-0.7
Cc1cc(C)c2[nH]c(=O)c(CN(Cc3ccc4c(c3)OCO4)S(=O)(=O)c3ccc(F)cc3)cc2c1	11.6
Cc1cccc(-n2c(-c3ccco3)nn(CC(=O)NC3CCCCC3)c2=O)n1	-7.9
C=CCc1c(C)nc2cc(-c3ccccc3)[nH]n2c1=O	-4.7
CC(C)(C)NC(=O)CSc1nnc2c3ccccc3nc(C(C)(C)C)n12	-106.9
OC1(C(O)(c2ccc(-c3ccccc3)cc2)c2ccc(-c3ccccc3)cc2)CCCCC1	24.8
Cc1nnc(SCc2ccc(C(C)(C)C)cc2)n1N	-7.4
CCC(C)NC(=O)CSc1nc(-c2ccc(OC)c(OC)c2)cc(C(F)(F)F)n1 (stereo unspecified)	-91.6
O=C(NCCc1nc(-c2ccncc2)n[nH]1)C1c2ccccc2Oc2ccccc21	-67.8
COc1ccccc1Nc1nc(-c2cccc(NC(C)=O)c2)cs1	-50.4
CCn1c(COc2ccc(Cl)c(C)c2)nnc1SCC(=O)c1cc(OC)ccc1OC	49.1
CC1CCc2c(sc3nc(C4CC4)nc(SCC(=O)NCc4cccs4)c23)C1 (stereo unspecified)	43.8
N#Cc1c(NC(=O)COc2ccc(C(=O)NC3CCCCC3)cc2)sc2c1CCC2	-37.0
CCOC(=O)c1cnc2ccc(Br)cc2c1NCCCCCO	-6.5

Arranged by value in EP2 modulator (falling): some entries from above
SMILES	EP2 modulator
Cc1nnc(SCc2ccc(C(C)(C)C)cc2)n1N	-7.4
O=C(NCCc1nc(-c2ccncc2)n[nH]1)C1c2ccccc2Oc2ccccc21	-67.8
CC(C)(C)NC(=O)CSc1nnc2c3ccccc3nc(C(C)(C)C)n12	-106.9

Shown with the structure last: entries from further up
EP2 modulator	compound
-7.9	Cc1cccc(-n2c(-c3ccco3)nn(CC(=O)NC3CCCCC3)c2=O)n1
-50.4	COc1ccccc1Nc1nc(-c2cccc(NC(C)=O)c2)cs1
-37.0	N#Cc1c(NC(=O)COc2ccc(C(=O)NC3CCCCC3)cc2)sc2c1CCC2

The list goes on.
SMILES	EP2 modulator
Cc1nn(CC(=O)Nc2ccccc2F)c(=O)c2cc3ccsc3n12	-42.4
CCC(NS(=O)(=O)c1ccc(C)cc1)C(=O)N1CCOCCOCCOCCOCC1 (stereo unspecified)	4.4
Cc1ccccc1-c1ncc(CN(C)Cc2cccc3ncccc23)cn1	-62.7
COc1ccc2c(c1)CN([C@H](C)[C@@H]1CC[C@@H]3[C@H]4CC[C@H]5C[C@@H](O)CC[C@]5(C)[C@@H]4CC[C@]31C)CO2	-25.1
O=C(c1cc(Cl)cc(Cl)c1)N1CCCC1	10.4
CCc1nc(SCC(=O)NC)c2c3c(sc2n1)CC(C)CC3 (stereo unspecified)	18.1
CCOc1ccc2c(c1)C(C)=CC(C)(C)N2	-8.5
CC1CCN(C(=O)c2ccc(F)cc2)CC1	-4.1
CCC1CCCCN1C(=O)Cn1nc(C)n2c(cc3sccc32)c1=O (stereo unspecified)	2.1
CC(C)(N)CO[C@@H]1C[C@@H]2CC[C@@]1(C)C2(C)C	19.3
O=c1[nH]c2ccc(S(=O)(=O)N3CCCCC3CN3CCCCC3)cc2[nH]1 (stereo unspecified)	-48.9
CCCSc1ncc(CNC2(c3ccc(OC)cc3)CCCC2)cn1	-64.0
Cc1cccc2cc(C(c3nnnn3C(C)(C)C)N(Cc3ccccc3)Cc3ccco3)c(=O)[nH]c12 (stereo unspecified)	36.0
Cc1cc(C(F)(F)F)c2c(NCc3cccs3)n[nH]c2n1	-38.4
O=C(NCCN1CCOCC1)c1cc(-c2ccc(Cl)cc2Cl)on1	-51.5
O=C(NC1CCCCC1)c1ccccc1NS(=O)(=O)c1cccs1	1.4
CC1(C)OC2OC(C(=O)NCC(N)=O)C3OC(C)(C)OC3C2O1 (stereo unspecified)	0.9
COc1ccc(C(=O)CSc2nc3cc4c(cc3cc2C#N)OCCO4)cc1	12.7
CCc1nc(SCC(=O)Nc2nc(-c3ccc(OC)cc3)cs2)c2ccccc2n1	36.9
Cc1cc(C)c2cc(C#N)c(SCC(=O)N3CCC(C)CC3)nc2c1	24.6
CCn1nnc(NC(=O)c2ccccc2)n1	-14.2
COCCn1c(N2CCN(c3cccc(Cl)c3)CC2)nc2c1c(=O)n(C)c(=O)n2C	4.8
COc1cccc(C(=O)N2CC=C[C@H]2C(=O)NCCc2ccccc2)c1	-31.0
CC[C@H](Cn1nnc2ccccc2c1=O)NC(=O)Cc1ccccc1F	-32.1
O=C(CSc1nnc(C2CC2)n1Cc1ccccc1)N1CCc2ccccc21	4.6
O=C(CSc1nc2ccc(NC(=O)c3ccccc3)cc2s1)NC1CC1	-66.7
N[C@@H](CNO)C(=O)O	1.3
CCC1Oc2ccc(C)cc2N(CC(=O)NCc2ccccc2F)C1=O (stereo unspecified)	-2.2
O=C1NC2(CCN(C(=O)c3cc(-c4ccc(Cl)cc4)on3)CC2)Nc2ccccc21	-3.3
Cn1c(=O)c2c(nc(NCCNC(=O)Cc3cccs3)n2Cc2ccccc2)n(C)c1=O	-3.0
COC(=O)c1cccc(S(=O)(=O)N2CCC(c3nc4ccc(C)cc4[nH]3)CC2)c1	-67.4
COc1cc2[nH]c(=O)c(C(=O)NCc3ccncc3)c(O)c2cc1OC	20.6
COc1cc2c(cc1C1C(C#N)=C(N)OC3=C1C(=O)CC(C)(C)C3)OCO2 (stereo unspecified)	-9.5
CCc1cc2ccc(OC)cc2nc1SCC(=O)NNC(=O)c1ccc(OC)cc1	61.6*
C=CCn1c(Sc2ccc(C)cc2)nc2c1c(=O)[nH]c(=O)n2C	4.3
COc1ccccc1NC(=O)c1sc(NC(=O)c2ccc(C)cc2)c(C#N)c1C	15.9
CC1CCCC(C)N1C(=O)Cn1ncc2cccn2c1=O (stereo unspecified)	-9.8
COc1ccc2nc(SCC(=O)Nc3cc(C)ccc3C)c(C#N)cc2c1	-21.5
COc1ccc(S(=O)(=O)N(Cc2cc3cc(OC)ccc3[nH]c2=O)CC2CCCO2)cc1 (stereo unspecified)	-4.2
COc1ccccc1CN(CCCn1ccnc1)Cc1cccc(F)c1F	-92.0
COC(=O)[C@H]1CCc2ccccc2N1C(=O)c1cccs1	9.8
CC1CCc2c(sc3ncnc(NCCC(=O)O)c23)C1 (stereo unspecified)	-2.4
COc1ccc(-c2cc(=O)oc3c(C)c(OCC(=O)N(C)C)ccc23)cc1	-35.1
Cn1c(=O)[nH]c(=O)c2c1nc(N)n2Cc1cccc2ccccc12	-8.9
CCc1c(O)nc(SCC(=O)Nc2ccc(C(C)C)cc2)[nH]c1=O	2.6

4 structures from above, ordered by molecular weight, ascending.
SMILES	EP2 modulator
CC1CCc2c(sc3ncnc(NCCC(=O)O)c23)C1 (stereo unspecified)	-2.4
Cn1c(=O)[nH]c(=O)c2c1nc(N)n2Cc1cccc2ccccc12	-8.9
C=CCn1c(Sc2ccc(C)cc2)nc2c1c(=O)[nH]c(=O)n2C	4.3
COc1ccc(S(=O)(=O)N(Cc2cc3cc(OC)ccc3[nH]c2=O)CC2CCCO2)cc1 (stereo unspecified)	-4.2

(further entries)
SMILES	EP2 modulator
O=C(Nc1ccccc1)C1CCN(C(=O)c2cccs2)CC1	-14.4
Cc1cccc(OCC(=O)Nc2ccc(NC(=O)c3ccco3)c(C)c2)c1	-33.0
Cc1cc(NC(=O)CSc2nnnn2-c2ccc3c(c2)OCCO3)no1	-58.6
CCCn1c(SCC(=O)Nc2ccccc2Br)nnc1-c1ccoc1C	-10.2
Cc1nn(-c2ccccc2)c2[nH]c(=O)c(CNc3ccccc3F)cc12	-16.7
CC(=O)c1ccc(NC2OCC(O)C(O)C2O)cc1 (stereo unspecified)	6.2
Cc1cc(-c2cncnc2C2CCCN(CC(=O)NCc3cccs3)C2)on1 (stereo unspecified)	-30.9
CC1CCN(C(=O)CN2CCC3(CC2)NC(=O)c2ccccc2O3)CC1	-34.3
O=C(COc1ccccc1)N1CCC[C@@H]1Cn1nc(-c2cccs2)ccc1=O	-25.8
Cc1nn(CC(=O)N2c3ccccc3CC2C)c(=O)c2cc3ccsc3n12 (stereo unspecified)	-7.3
O=C(COc1ccc(Cl)cc1Cl)Nc1ccc(S(=O)(=O)N2CCOCC2)cc1	-21.1
Cc1sc2ccccc2[n+]1CC(O)CS(=O)(=O)[O-] (stereo unspecified)	-1.0
O=C(OC1CSc2nc3ccccc3n2C1)c1ccccc1Cl (stereo unspecified)	-56.3
C=CCN(C(=O)CNS(=O)(=O)c1ccccc1)C(C(=O)NCCOC)c1cccnc1 (stereo unspecified)	-20.5
O=c1[nH]c(/C=C\c2c(Cl)cccc2Cl)nc(O)c1[N+](=O)[O-]	-26.1
Cc1nc(NC(=O)COc2ccccc2)sc1C(=O)Nc1ccc2c(c1)OCCO2	-30.9
COc1ccc(-n2nnnc2SCC(=O)Nc2cccc(F)c2)cc1	-115.9
COC(=O)c1ccc(COC(=O)CCc2nc3ccccc3[nH]c2=O)cc1	-90.9
COc1cc(NC(=O)CSc2nc(-c3ccccc3)nc3ccccc23)cc(OC)c1	23.5
COc1ccc2ccccc2c1/C=C/C(=O)c1ccccc1	35.6
CCc1nn(CC(N)=O)c(=O)c2cc3oc(C)cc3n12	-11.1
Cc1nc(C(N)=O)c2[nH]c(=O)n(-c3cccc(Cl)c3)c2n1	-7.1
Cc1cccc(Nc2nc(OCC#N)nc(N(C)C)n2)c1	-33.2
Cc1ccc(C)c2c1cc(C)c1nnc(SCC(=O)Nc3cccc(F)c3)n12	-11.1
C=CCSc1nc(-c2cccnc2)ccc1C#N	51.4
CCn1c(=O)c(C(=O)NNC(=O)C(C)C)c(O)c2ccccc21	-24.0
Cc1c(S(=O)(=O)O)ccc(N=Nc2c(O)c(C(=O)O)cc3ccccc23)c1Cl	33.0
CCn1c(=O)n(CC(=O)Nc2ccccc2N2CCOCC2)c2cccnc21	-23.0
Cc1cc(C)c2[nH]c(=O)c(CN(Cc3ccco3)Cc3nnnn3Cc3ccccc3)cc2c1	4.2
COc1cc2cc(CN(C3CCCC3)S(=O)(=O)c3ccccc3Cl)c(=O)[nH]c2cc1OC	1.2
CCOc1ccc(C2/C(=C(/O)c3ccc(OC)c(OC)c3)C(=O)C(=O)N2C)cc1 (stereo unspecified)	15.9
CCS(=O)(=O)N1CCN(c2ncnc3c(-c4ccc(Cl)cc4)nsc23)CC1	-38.4
COc1ccc(N2CN=c3s/c(=C4\C(=O)Nc5ccc(C)cc54)c(=O)n3C2)cc1	-7.8
Cc1ccc(-n2cccc2CN(CCCn2ccnc2)Cc2cccc(F)c2)nc1	1.0
CCc1nc(N2CCCC2)ncc1C(=O)NC(c1ccccc1)c1cccnc1 (stereo unspecified)	-162.4
O=S(=O)(NCc1ccco1)c1ccc(S(=O)(=O)N2CCCCCC2)cc1	-54.0
CCc1nc(SCC(=O)Nc2ccccc2N2CCOCC2)c2c(C)c(C)sc2n1	-13.8
Cc1ccc(C)c(NC(=O)CSC2=NCCS2)c1	-31.0
COc1ccc(C2(NCc3ccc(N4CCCC4=O)cc3)CC2)cc1	-54.9
O=C(O)c1cc(N=Cc2ccccc2O)cc(C(=O)O)c1	26.5
Cc1occc1-c1nn(C2CCN(C(=O)CC3CCCC3)CC2)c(=O)o1	-41.8
Cc1cc2c(cc3c(=O)n(CC(=O)N(Cc4cccnc4)C4CC4)nc(C)n32)s1	13.2
Cc1ccc(N(CC(=O)N2CCCCCC2)S(C)(=O)=O)cc1Cl	2.3
O=C1c2cccc3cccc(c23)C(=O)N1c1ccc(N2C(=O)c3cccc4cccc(c34)C2=O)cc1	-11.4
NC(=O)CSc1nnc(-c2ccncc2)n1Cc1ccco1	17.1
CC1CCC(C(=O)O)([C@H](Br)C(=O)O)CC1 (stereo partly specified)	30.9
Cc1c2cnccc2c(C)c2c1c1ccccc1n2CCOC(=O)c1ccccc1	7.5
CN1[C@@H](C(=O)N2CCCCCC2)C[C@@H](c2ccc(F)cc2)NS1(=O)=O	-31.1
COc1ccc(OC)c([C@@H]2CN(Cc3ccccc3)C[C@H]2NC(=O)c2ccccn2)c1	24.4
CCOc1ccc2ccccc2c1C1C(C#N)=C(N)Oc2n[nH]c(C)c21 (stereo unspecified)	16.0
COc1ccc(/C(O)=C2/C(=O)C(=O)N(CCCN3CCOCC3)C2c2cccs2)c(C)c1 (stereo unspecified)	-6.7

Only part of the results is shown; the hit share may differ from the screen's.
